Source: PubChem BioAssay (several laboratories)
STAT1 inh = STAT1 signaling inhibitors, primary screen, cell-based, HTS, luciferase reporter. NIH 3T3 STAT1-luciferase reporter, IFN-gamma, luminescence. inhibition, % at 5.5 µM. hit rate 0.35% among 200,000;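 active = inhibition above a set limit, the mean inhibition across all tested compounds plus 3 SD, cut at about 34% in these data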;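 note: 0% = IFN-gamma with DMSO and 100% = IFN-gamma with 300 µM nifuroxazide; values of inactives mirror those of a sister screen read the other way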
NF-kB expr up = activators of NF-kB expression in neurons, primary screen, cell-based, HTS; human neuronal cells, NF-kB reporter expression; stronger effect = higher value; fold change at 12.5 µM; hit rate 1.6% among 190,000; in the data active = fold change above about 3.3
STAT1 activator = STAT1 signaling activators, primary screen, cell-based, HTS, luciferase reporter; activation (% of control), % at 5.5 µM; NIH 3T3 STAT1-luciferase reporter, IFN-gamma, luminescence; 100% = IFN-gamma alone, no compound; hit rate 2.6% among 200,000; AID 932, 2007;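 active = activation above the screen-wide mean activation plus 3 SD, cut at about 130% in these data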;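 note: raw ratio to IFN-gamma control signal so 100% means no change and 0% no light; values of inactives mirror those of a sister screen read the other way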
Hsp70 act = Hsp70 transcriptional activators, primary screen, cell-based, HeLa, Hsp70 promoter luciferase, luminescence, 10 µM | HeLa Hsp70 promoter luciferase reporter; scaled: vehicle 0, proteasome-inhibitor control 100% | activation, % at 10 µM | hit rate 0.04% among 200,000 | AID 1203, 2008;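 active = activation above the mean across all tested compounds plus 3 SD, cutoff set per campaign, cut at about 5.5% in these data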;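 note: 100% = MG132 at 30 µM as the positive control and 0% = DMSO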
APP 5'UTR act = activators of APP 5'UTR luciferase reporter, primary screen, SH-SY5Y cells. SH-SY5Y APP 5'UTR luciferase reporter, luminescence; zero percent = DMSO vehicle wells. activation, % at 2 µM. hit rate 1% among 190,000. AID 1276, 2008;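 active = activation above a set limit, based on mean plus 3 SD of controls, cut at about 140% in these data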; note: values of inactives mirror those of a sister screen read the other way
STAT3 activator = IL-6 driven STAT3 reporter potentiators, primary screen, U3A cells, luciferase, luminescence, MLSCN library. IL-6 STAT3-luciferase reporter; 100% = signal with IL-6 EC80 alone. hit rate 0.91% among 190,000. activation (% of control), % at 5.6 µM;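 active = activation above the screen-wide mean of compound activation plus 3 SD, cut at about 130% in these data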;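 note: 0% = background luminescence of wells with medium and substrate only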
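Test system: human U3A cells carrying STAT3-luciferase construct; control set: IL-6-only wells as 100% reference; timing: compound pre-incubation 1 h before IL-6, then 6 h stimulation at 37 °C; also added: IL-6 stimulus at 33 ng/mL final; evaluation: % activation versus median of IL-6-stimulated wells; detection: reporter luminescence signal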
RAM network inh = inhibitors of the yeast RAM network, primary screen, dse1pr::URA3 reporter, 5-FOA selection; S. cerevisiae dse1pr::URA3 reporter, 5-FOA growth OD615, 2 d; analog-sensitive cbk1-as2 kinase mutant strain; inhibition, % at 50 µM; hit rate 1.8% among 190,000;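 active = inhibition above a set limit, 3 SD over mean compound inhibition, cut at about 8.4% in these data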;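 note: 0% = DMSO-only wells with no growth and 100% = 10 µM 1-NA-PP1 full growth; inhibition rescues growth on 5-FOA so higher OD means more RAM inhibition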
STAT3 inh = IL-6 driven STAT3 reporter inhibitors, primary screen, U3A cells, luciferase, luminescence, MLSCN library. IL-6 STAT3-luciferase reporter; host cell line lacks STAT1. AID 862, 2007. inhibition, % at 5.5 µM. hit rate 0.89% among 190,000;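 active = inhibition above the mean inhibition across all screened compounds plus 3 SD, cut at about 44% in these data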;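 note: 0% = DMSO only wells and 100% = 100 µM nifuroxazide control wells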
APP 5UTR inh = inhibitors of APP translation via 5'UTR reporter, primary screen, APP 5'UTR luciferase, SH-SY5Y cells; SH-SY5Y APP 5'UTR-luciferase reporter, luminescence; inhibition, % at 2 µM; hit rate 0.82% among 190,000; AID 1285, 2008;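 active = inhibition above a set limit, derived from the sample mean plus 3 SD, cut at about 45% in these data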; note: values of inactives mirror those of a sister screen read the other way
FLuc inhib CS = firefly luciferase enzyme inhibitors, primary screen, artefact control for luciferase-based inhibitor screens, biochemical, luminescence, ATPLite | AID 1006, 2008 | inhibition, % at 10 µM | 10 min | hit rate 1.5% among 200,000;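 active = inhibition above about 50% when tested at 10 µM, limit read from the data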
Target sequence (P08659 whole entry, looked up): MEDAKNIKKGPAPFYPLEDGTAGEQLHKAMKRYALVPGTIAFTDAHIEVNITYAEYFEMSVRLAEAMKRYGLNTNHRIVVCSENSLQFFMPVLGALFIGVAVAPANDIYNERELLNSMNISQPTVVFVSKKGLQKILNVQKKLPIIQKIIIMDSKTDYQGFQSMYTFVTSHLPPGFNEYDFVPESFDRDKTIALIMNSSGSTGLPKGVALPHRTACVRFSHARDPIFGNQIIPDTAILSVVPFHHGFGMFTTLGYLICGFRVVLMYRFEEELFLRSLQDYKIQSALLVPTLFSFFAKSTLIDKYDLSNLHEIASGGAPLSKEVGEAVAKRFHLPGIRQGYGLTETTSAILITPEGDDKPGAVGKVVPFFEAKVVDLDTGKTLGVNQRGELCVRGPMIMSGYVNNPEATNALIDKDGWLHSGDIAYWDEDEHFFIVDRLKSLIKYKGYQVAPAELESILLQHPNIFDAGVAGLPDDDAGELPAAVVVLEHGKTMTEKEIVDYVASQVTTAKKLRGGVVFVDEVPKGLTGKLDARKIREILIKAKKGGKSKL
Active calls of the source: *; . = not tested or not shown.

SMILES	STAT1 inh	NF-kB expr up	STAT1 activator	Hsp70 act	APP 5'UTR act	STAT3 activator	RAM network inh	STAT3 inh	APP 5UTR inh	FLuc inhib CS
Cc1ccc(OCC(=O)O/N=C(\N)Cc2ccc(Cl)cc2)cc1	8.2	1	92.5	-0.2	0.7	99.2	0.5	4.8	-0.7	-9.9
O=C1NC2(CCCCCC2)Oc2ccccc21	-5.7	1.15	103.3	-0.4	2.0	96.8	-1.7	7.1	-2.0	-6.9
O=S(=O)(Nc1ccccc1O)c1ccc(-c2ccccc2)cc1	7.9	0.84	92.0	-0.1	5.4	118.3	-0.1	-12.4	-5.4	-4.4
CCC(=O)Nc1cccc(C(=O)/C=C/c2ccccc2)c1	-8.5	8.75*	107.8	0.4	24.2	101.9	-0.4	3.7	-24.2	5.8
O=C(O)CC1C(=O)NCCN1C/C=C/c1ccccc1 (stereo not drawn)	9.1	1.81	91.9	-0.2	14.6	108.7	1.6	-5.1	-14.6	-6.1
O=C(CCc1ccccc1)NCc1cccnc1	7.4	1.08	93.2	-0.4	2.3	100.0	0.3	4.6	-2.3	-8.6
Cc1cccc(CN2CCCC(C(=O)c3ccc4c5c(cccc35)CC4)C2)n1 (stereo not drawn)	-4.5	1.03	102.7	-0.5	7.5	103.8	-0.6	0.3	-7.5	-7.8
O=C(CC1SC(=O)NC1=O)Nc1ccc(Cl)cc1 (stereo not drawn)	3.9	1.16	94.5	0.0	11.6	94.4	0.2	12.6	-11.6	-5.2
CC(=O)c1sc(NC(=O)c2ccc(C)c(C)c2)nc1C	-50.0	2.89	146.9*	0.1	172.2*	75.0	2.9	32.9	-172.2	31.2
O=C(O)Cc1ccc(NS(=O)(=O)c2c(Cl)cccc2Cl)cc1	-4.8	0.95	103.4	0.4	-4.2	102.0	1.1	-1.1	4.2	-1.8
CCCc1noc(-c2ccc(-c3ccccc3)cc2)n1	-41.5	5.67*	137.7*	-0.1	124.3	94.0	6.1	16.6	-124.3	27.9
Cc1c(C(=O)Nc2ccncc2)sc2nc(-c3ccccc3)cn12	5.4	0.47	95.8	-0.2	10.0	76.0	1.9	29.5	-10.0	-1.4
Cc1cc(C)c(OCC(=O)Nc2ccc(NC(=O)c3ccco3)cc2)c([N+](=O)[O-])c1	-1.0	1.18	100.4	-0.4	27.7	104.3	0.7	-3.8	-27.7	-5.6
CCOc1ccccc1C1C(C#N)=C(N)Oc2cc(N)ccc21 (stereo not drawn)	0.1	0.98	99.9	-0.2	22.6	90.5	-0.5	11.5	-22.6	-0.8
Cc1cc(C)cc(NC(=S)NCC2CCN(C(C)c3ccccc3)C2)c1 (stereo not drawn)	4.2	1.57	94.8	-0.2	15.2	95.6	0.0	9.3	-15.2	0.7
Cc1ccc(S(=O)(=O)N2CC(=O)Nc3ccccc32)cc1	-3.1	0.95	102.8	-0.3	-1.6	102.8	1.2	-3.1	1.6	1.9
COc1c(O)ccc2cnn(-c3ccccc3C)c(=O)c12	-4.5	1.08	104.1	-0.3	-18.1	105.1	2.5	-1.0	18.1	-6.0
Cc1ccc(C(=O)N/C(=C\c2ccccc2)C(=O)OCc2ccccc2)cc1	-11.4	1.6	110.3	-0.4	44.5	113.7	9.5*	-9.5	-44.5	-1.9
O=C(CN1C(=O)c2cccc3cccc1c23)Nc1ccc(S(=O)(=O)N2CCOCC2)cc1	0.6	1.08	99.4	0.1	4.8	104.1	4.9	-2.1	-4.8	-4.9
S=c1[nH]nc(CCc2ccccc2)n1Cc1ccccc1	5.5	1.21	95.0	0.1	5.7	95.4	4.1	10.5	-5.7	-1.8
COCCNC(=O)/C(C#N)=C/c1cccc(/C=C(\C#N)C(=O)NCCOC)c1	-4.7	2.2	104.1	-0.3	0.6	96.3	2.3	7.1	-0.6	-6.6
O=S(=O)(c1ccccc1)N1CCN=C1SCc1ccccc1	3.9	1.42	95.3	-0.3	11.1	108.1	-0.9	-8.2	-11.1	-2.7
O=c1ccc(-c2n[nH]c(=S)n2-c2ccc(F)c(Cl)c2)n[nH]1	-7.0	0.87	103.3	0.0	7.2	101.3	0.4	3.2	-7.2	-7.5
CCOC(=O)c1ccc(-c2ccc(/C=N/NC(=O)CN(c3ccccc3Br)S(C)(=O)=O)o2)cc1	-17.3	1.44	115.8	-0.1	81.6	115.4	1.9	-7.7	-81.6	-3.5
CCOc1[nH]n(-c2ccc(Cl)cc2)c(=O)c1C=Nc1ccc(O)cc1	-9.9	0.99	108.9	-0.1	-28.4	92.6	3.3	19.6	28.4	-0.2

By substructure: those above containing four or more nitrogen atoms.
SMILES	STAT1 inh	NF-kB expr up	STAT1 activator	Hsp70 act	APP 5'UTR act	STAT3 activator	RAM network inh	STAT3 inh	APP 5UTR inh	FLuc inhib CS
Cc1c(C(=O)Nc2ccncc2)sc2nc(-c3ccccc3)cn12	5.4	0.47	95.8	-0.2	10.0	76.0	1.9	29.5	-10.0	-1.4
COCCNC(=O)/C(C#N)=C/c1cccc(/C=C(\C#N)C(=O)NCCOC)c1	-4.7	2.2	104.1	-0.3	0.6	96.3	2.3	7.1	-0.6	-6.6
O=c1ccc(-c2n[nH]c(=S)n2-c2ccc(F)c(Cl)c2)n[nH]1	-7.0	0.87	103.3	0.0	7.2	101.3	0.4	3.2	-7.2	-7.5

Next section.
SMILES	STAT1 inh	NF-kB expr up	STAT1 activator	Hsp70 act	APP 5'UTR act	STAT3 activator	RAM network inh	STAT3 inh	APP 5UTR inh	FLuc inhib CS
COC(=O)Cc1ccc(OCC(=O)Nc2ccc(OC(F)(F)F)cc2)cc1	-4.2	0.99	103.7	-0.3	8.7	111.5	5.3	-10.9	-8.7	-6.1
Cc1ncc(S(=O)(=O)c2ccccc2)c(-c2ccc(Cl)cc2Cl)n1	6.9	0.85	93.8	0.0	2.0	89.3	0.5	15.1	-2.0	-1.2
Cc1nn(Cc2ccccc2Cl)c(Cl)c1/C=C/C(=O)OCC(=O)NC1CCS(=O)(=O)C1 (stereo not drawn)	-4.7	1.21	102.9	0.2	0.3	98.0	-0.7	4.4	-0.3	-7.3
O=C(NC1CCS(=O)(=O)C1)C1CCCCN1S(=O)(=O)c1ccc(Cl)cc1 (stereo not drawn)	9.6	1.01	91.3	-0.3	14.0	102.9	1.2	0.5	-14.0	-6.6
Cc1cccc(OCc2nnc(SCc3nc4cc(C(F)(F)F)ccc4c(=O)[nH]3)o2)c1	7.2	0.94	93.4	-0.4	1.8	108.3	3.4	-2.1	-1.8	-4.6
CCOc1ccc(C2C(C#N)=C(N)Oc3cc(C)n(CCN4CCOCC4)c(=O)c32)cc1OCC (stereo not drawn)	4.1	0.95	95.1	-0.2	6.5	98.9	-1.1	7.6	-6.5	-0.4
Cc1ccc(Nc2nc(-c3ccc(S(=O)(=O)N4CCOCC4)cc3)cs2)cc1Cl	-7.2	0.98	106.5	-0.5	13.0	99.9	5.1	-0.9	-13.0	-5.6
CCOC(=O)C1(Cc2ccccc2)CCN(Cc2cccc(OC)c2O)CC1	3.6	0.93	94.8	0.1	18.2	100.2	1.1	6.9	-18.2	-6.0
CCOC(=O)C1ON2CCCCC2C1(O)C(F)(F)F (stereo not drawn)	-5.0	1.01	102.2	-0.1	23.9	102.8	1.6	-1.9	-23.9	-4.1
CCOc1ncccc1C(=O)OCC(=O)Nc1cccc(S(N)(=O)=O)c1	-5.3	1.02	103.5	-0.4	2.8	100.6	0.5	0.6	-2.8	-3.5
COCCNCCCCSc1ccc(Cl)cc1	-2.3	0.92	101.8	0.2	-12.7	98.8	2.2	7.0	12.7	-1.8
Cc1c(C(=O)NCc2ccccn2)oc2ccccc12	-15.7	1.75	114.4	0.2	35.9	92.0	3.3	12.6	-35.9	-1.1
CC(C)c1nc(C(=O)N2CCCC(CCC(=O)N(C)CCc3ccccn3)C2)cs1 (stereo not drawn)	-1.1	1.16	100.9	-0.3	5.8	105.8	-1.1	-0.7	-5.8	-0.2
O=C(Cc1ccc(Cl)cc1)Nc1cccc2ncccc12	8.3	0.93	91.2	0.4	15.3	101.0	2.9	3.4	-15.3	-1.6
O=C(N/N=C/c1ccco1)C1CC1(c1ccccc1)c1ccccc1 (stereo not drawn)	1.2	0.99	98.9	-0.1	-7.9	104.2	4.9	-2.8	7.9	1.2
N#Cc1nc(-c2ccccc2F)oc1NCCN1CCOCC1	-6.7	0.99	106.1	-0.2	-1.2	100.4	2.8	4.3	1.2	-5.5
O=C(NC1(C(F)(F)F)N=C2SCCN2C1=O)c1ccccc1 (stereo not drawn)	7.5	1.25	93.1	-0.2	7.2	94.6	5.1	10.5	-7.2	2.1
O=C(Sc1cccc2cccnc12)c1ccc(F)cc1	-80.9	0.15	173.2*	1.6	-71.2	76.4	-1.1	29.5	71.3*	-3.6
CCOC(=O)C1(Cc2ccc(Cl)cc2)CCN(Cc2cnc(N)nc2)CC1	-11.1	1.13	108.2	-0.1	-4.5	108.6	0.9	-4.6	4.5	-4.1
C#Cc1ccc([C@@H]2C=C(C(=O)N3CCN(Cc4ccc5c(c4)OCO5)CC3)O[C@H](OCC)[C@H]2CCCO)cc1	9.0	0.7	93.0	-0.2	1.5	.	0.4	.	-1.5	-5.3
CSc1ncccc1C(=O)OCc1cccc([N+](=O)[O-])c1	2.2	1.43	96.7	0.2	-6.1	91.6	4.8	15.0	6.1	-0.7
CCc1nnc(NC(=O)[C@@H](NC(=O)c2cc(OC)cc(OC)c2)C(C)C)s1	2.1	1.35	96.8	-0.4	16.3	104.7	0.7	-0.1	-16.3	-0.3
CCCCCC(=O)OC(CN1CCCCC1)CN1CCCC1=O (stereo not drawn)	-9.4	1.12	108.6	-0.3	-12.0	102.7	1.0	2.1	12.0	-4.9
COC(=O)C1=CN(C2CCCCC2)C=C(C(=O)OC)C1c1ccc2c(c1)OCO2	3.0	0.71	95.8	-0.2	12.8	106.6	3.2	-3.1	-12.8	-5.4
CSc1ccccc1NC(=O)CN(C)CC(=O)Nc1ccccc1C(F)(F)F	-1.8	0.86	100.5	-0.3	7.0	103.3	-0.7	-0.4	-7.0	-9.5
O=C(COC(=O)CNC(=O)c1sc2ccccc2c1Cl)Nc1c(Cl)cc(Cl)cc1Cl	0.4	1.18	99.6	-0.3	11.2	89.7	2.5	14.9	-11.3	5.2
CC(OC(=O)c1ccccc1NS(=O)(=O)c1cccc(N)c1)C(=O)N(C)Cc1ccccc1 (stereo not drawn)	6.5	1.16	94.2	-0.4	-12.7	98.3	2.1	2.2	12.7	-0.5
Cc1ccc(S(=O)(=O)N(C)C)cc1NC(=O)COC(=O)c1ccc(Cl)cc1	9.7	1.14	91.4	-0.3	1.1	98.7	1.1	3.8	-1.1	-2.7
